# TTR transcr act – increases transthyretin transcription; SH-SY5Y TTR promoter Gaussia luciferase, luminescence; 100% = recombinant luciferase protein wells; activation, % at 16.7 µM; 92,000 compounds, 1.3% hits; AID 1117267;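 active = activation above the mean of all tested compounds plus 3 SD, cut at about 9.5% in these data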;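 also: cells exposed to compounds for one day before reading; 0% = median of all test compound wells on the plate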
# An asterisk follows results filed as active.
# The first 2 entries as a preview:
smiles	TTR transcr act
CCC(NC(=O)CCc1ccccc1)c1ccccc1 (stereo not drawn)	2.9
CC(Oc1ccc(Cl)cc1)C(=O)OCC(=O)Nc1ncc(Cl)cc1Cl (stereo not drawn)	7.5

# All compounds of this part, from the first entry:
smiles	TTR transcr act
CCC(NC(=O)CCc1ccccc1)c1ccccc1 (stereo not drawn)	2.9
CC(Oc1ccc(Cl)cc1)C(=O)OCC(=O)Nc1ncc(Cl)cc1Cl (stereo not drawn)	7.5
O=C(OCc1cccc([N+](=O)[O-])c1)c1ccc[nH]c1=O	-0.8
NC(=O)C1(N2CCCCC2)CCN(C(=O)c2ccc(-n3cnnn3)cc2)CC1	-2.7
O=C1CC(c2ccccc2F)c2c(c3ccccc3[nH]c2=O)O1 (stereo not drawn)	1.1
COc1ccccc1N1CCN(C(c2cccs2)C(C)NC(=O)c2ccncc2)CC1 (stereo not drawn)	-2.1
COC(=O)CCC(=O)NNC(=O)CCC(=O)Nc1cccc(Cl)c1C	0.1
COc1cc(Nc2ncnc(N)n2)cc(OC)c1OC	1.6
CCN(CC(=O)Nc1ccc(NC(C)=O)cc1)C(=O)c1ccc(COc2ccc(C(C)(C)C)cc2)cc1	-6.4
CCC1Oc2ccc(C)cc2N(CC(=O)NCCCN2CCN(Cc3ccccc3)CC2)C1=O (stereo not drawn)	-2.0
O=C(Cc1ccc(NS(=O)(=O)c2ccc(Cl)c(Cl)c2)cc1)NCCN1CCOCC1	-1.7
COc1ccccc1C1SCCN1S(=O)(=O)c1cccc(C(F)(F)F)c1 (stereo not drawn)	2.2
O=C(C[C@H]1C(=O)N(c2ccccc2)C[C@@H]1Cc1ccccc1)Nc1ccc(Br)cc1	-1.1
Cc1cccc(Cn2c(NCC(C)O)nc3c2c(=O)n(C)c(=O)n3C)c1 (stereo not drawn)	-7.1
Cc1c(NC(=O)C(C#N)=C2CCCCC2)c(=O)n(-c2ccccc2)n1C	-3.5
COc1cccc(-n2c(SCC(=O)N3CCCCC3)nc3c([nH]c4ccccc43)c2=O)c1	2.2
C=CCC[C@@H](CCCCC)OC(=O)/C=C/[C@H](O)[C@@H](O)C[C@H](O)CC=C	0.0
COc1cc(OC)c(-n2c(C)cc(C=O)c2C)cc1Cl	-1.0
CC1CCC2(CC1)OCC1(CCC3(COC4(CCC(C)CC4)OC3)C1=O)CO2 (stereo not drawn)	-0.8
O=C(CSc1nnc(-c2cccs2)n1-c1ccccc1)c1ccc2c(c1)OCCO2	-3.3
O=C(NC1CCCCN(Cc2ccc(Cl)cc2)C1=O)C1C2CC3CC(C2)CC1C3 (stereo not drawn)	-1.2
CCC1=C(OC(=O)N(CC)CC)N2C(=O)OC(=NCc3ccccc3)[C@]2(C)[C@H]2C1=CC[C@H]1C(=O)N(CC(=O)OC)C(=O)[C@H]12	2.0
NC(=O)NC1(C(=O)O)CCCC1	0.7
O=C(NNC(=O)C1[C@H]2CCCC[C@@H]12)c1ccc(=O)oc1 (stereo partly drawn)	0.7
O=C(CCNC(=O)c1ccc(Br)o1)NCc1ccc(Cl)cc1	-1.5
O=C(NP(=O)(N1CCCC1)N1CCCC1)C1=C(N2CCOCC2)/C(=C/c2cccc([N+](=O)[O-])c2)CC1	1.2
COc1cc2c(cc1OC)C(C(=O)NC1CC1)C1c3ccccc3CCN1C2=O (stereo not drawn)	-0.3
COc1ccccc1C(=O)Cc1ccccc1	-0.2
Oc1cccc(C=Nc2cccc3ccccc23)c1O	3.4
CC(C)Oc1ccc(C2CC(=O)N(c3ccccc3)C2=O)cc1 (stereo not drawn)	-1.2

# Of the compounds above, 9 contain four or more nitrogen atoms:
smiles	TTR transcr act
NC(=O)C1(N2CCCCC2)CCN(C(=O)c2ccc(-n3cnnn3)cc2)CC1	-2.7
COc1ccccc1N1CCN(C(c2cccs2)C(C)NC(=O)c2ccncc2)CC1 (stereo not drawn)	-2.1
COc1cc(Nc2ncnc(N)n2)cc(OC)c1OC	1.6
CCC1Oc2ccc(C)cc2N(CC(=O)NCCCN2CCN(Cc3ccccc3)CC2)C1=O (stereo not drawn)	-2.0
Cc1cccc(Cn2c(NCC(C)O)nc3c2c(=O)n(C)c(=O)n3C)c1 (stereo not drawn)	-7.1
Cc1c(NC(=O)C(C#N)=C2CCCCC2)c(=O)n(-c2ccccc2)n1C	-3.5
COc1cccc(-n2c(SCC(=O)N3CCCCC3)nc3c([nH]c4ccccc43)c2=O)c1	2.2
CCC1=C(OC(=O)N(CC)CC)N2C(=O)OC(=NCc3ccccc3)[C@]2(C)[C@H]2C1=CC[C@H]1C(=O)N(CC(=O)OC)C(=O)[C@H]12	2.0
O=C(NP(=O)(N1CCCC1)N1CCCC1)C1=C(N2CCOCC2)/C(=C/c2cccc([N+](=O)[O-])c2)CC1	1.2

# Later entries.
smiles	TTR transcr act
COc1ccc(C(c2nnnn2C2CCCC2)N2CCc3ccccc3C2)cc1OC (stereo not drawn)	-1.1
COc1ccc2nc(-c3ccccn3)ccc2c1	-1.7
CS(=O)(=O)N1CCN(c2ccccc2NC(=O)C(c2ccccc2)c2ccccc2)CC1	-0.6
O=C(c1ccc(Cl)cc1)N1CCCC(C(=O)N2CCc3ccccc3C2)C1 (stereo not drawn)	1.1
Cc1ccc(C2=NOC(C)(c3sc(-c4ccc(Cl)cc4)nc3C)C2)cc1 (stereo not drawn)	0.0
C/C(=N\S(=O)(=O)c1ccc(C)cc1)Nc1cc(C(C)C)c(O)cc1C	0.5
CSc1ccccc1C(=O)N1CCc2ccccc2C1	0.3
O=C(Oc1ccccc1)N1CCCCC1	-1.3
Cc1ccc(SCc2noc(C(=O)NC(C)C)c2C(=O)O)cc1C	-0.1
COc1ccc2nc(Nc3nc4cc5c(cc4s3)OCCO5)sc2c1	-1.0
CC(=O)Nc1ccc2c(COC(=O)[C@H](C)N3C(=O)C4CCCCC4C3=O)cc(=O)oc2c1 (stereo partly drawn)	-1.2
Cc1ccc(S(=O)(=O)N2CCOCC2)cc1NC(=O)COC(=O)CCc1c[nH]c2ccccc12	-0.6
CSC1=NCCN1C(=O)c1ccc(S(=O)(=O)N2CCCCC2)cc1	-1.4
O=c1[nH]c2c(n(C3CCCCC3)c1=O)CCC2	0.0
CC(C)(C)SCCNS(=O)(=O)c1ccc2ccccc2c1	3.8

# Compounds shown so far that have a tert-butyl group, in the order listed:
smiles	TTR transcr act
CCN(CC(=O)Nc1ccc(NC(C)=O)cc1)C(=O)c1ccc(COc2ccc(C(C)(C)C)cc2)cc1	-6.4
CC(C)(C)SCCNS(=O)(=O)c1ccc2ccccc2c1	3.8

# Carrying on:
smiles	TTR transcr act
COC(=O)[C@@H]1C[C@@H](C(=O)O)[C@H](C)C1(C)C	4.3
Cc1ccc(-c2cc(-c3ccccc3)nc(NN)n2)cc1	3.2
COc1cccc(-c2cc(C(=O)Nc3cc(C)on3)no2)c1	-1.2
CCOc1ccc(S(=O)(=O)N2CCCCC2)cc1NC(=O)c1cccnc1OCC	-0.8
CCOC(=S)SCC(=O)N1CCc2cc(OC)ccc2C1C1C(=O)CCCC1=O (stereo not drawn)	3.0
CCCCCc1c(-c2ccc(F)cc2F)ncn1CCc1ccccc1OC	-2.9
O=C(CC1C(=O)NCCN1C(=O)Nc1ccccc1)Nc1cccc(Cl)c1 (stereo not drawn)	-1.8
C=C(Cl)COc1cc(C)cc2oc(=O)cc(CC)c12	-2.8
O=C(NC(=S)NC1CCSC1=O)c1ccccc1 (stereo not drawn)	0.7
O=C1COc2ccc(S(=O)(=O)N3CCN(c4ccccc4)CC3)cc2N1	0.2
Cc1cc(NC(=O)CCCN2C(=O)c3cccnc3C2=O)no1	-1.3
Cc1ccc2cccc(SCC(=O)NCC#N)c2n1	0.5
COc1cccc(/C=C/c2nc(C#N)c(NCC(C)C)o2)c1	-0.9
COc1ccccc1N(CC(=O)NC(C)(C)C)C(=O)CCC(=O)Nc1ccccn1	4.3
CCN(C(=O)CSc1nc2ccccc2n1C)C1CCS(=O)(=O)C1 (stereo not drawn)	1.0
O=C(CSc1ccccn1)N/N=C/C=C/c1ccccc1	-0.1
CCCCC1CCCOC(C(=O)NCCNCCO)(C(F)(F)F)C1 (stereo not drawn)	-0.4
c1cnc2c(-c3ccc4nccn4c3)cccc2c1	1.1
c1ccc(-c2nccnc2-c2ccccc2)cc1	-1.6
O=C(C[C@@H]1C/C=C/CC[C@H](Cc2ccc(F)cc2)C(=O)OCCNC1=O)N[C@H](CO)Cc1ccccc1	-2.2
CCn1c(COc2c(C)cccc2C)nnc1SCC(=O)N1CCN(c2ccccc2)CC1	-9.9
CC(=O)NN1C(=O)c2ccccc2NC1c1ccoc1 (stereo not drawn)	-0.4
O=[N+]([O-])c1ccc(N/N=C\c2cccn2-c2ccccc2)nc1	-5.5
CC(C)c1onc(C(=O)N2CCCCC2)c1[N+](=O)[O-]	2.1
Cc1noc(C(=O)N2CCN(Cc3ccc4c(c3)OCO4)CC2)c1Cl	-0.5
CCOC(=O)N(C)C[C@@H]1OCc2cnnn2CCCC(=O)N([C@@H](C)CO)C[C@@H]1C	5.6
CCOC(=O)c1cc2c(ccn2C)n1CC(=O)N(CC)CC	1.8
COc1cc(NC(=O)NCC2CCN(Cc3ccccc3F)CC2)cc(OC)c1	1.4
COc1ccc(C(=O)COC(=O)CCCC(=O)NC2CCCCC2)cc1	-1.8
COc1ccc(C(=O)N/N=C/c2ccc(N3CCOCC3)o2)cc1OC	1.1
COc1cccc(NS(=O)(=O)c2ccc3c(c2)N(C(C)=O)CCS3)c1	0.2
COc1ccc(NC(=O)COC(=O)C2=COCCO2)cc1OC	-0.7
Cc1cccc(C)c1NC(=O)CN(C)CC(=O)Nc1cc(Cl)ccc1C#N	-1.6
OCCN(CCO)Cc1csc2ccccc12	-0.3
CCOC(=O)N1CCN(C(=O)CCc2cc(OC)c(OC)c(OC)c2)CC1	-0.8
CC1CCN(S(=O)(=O)c2cc3c4c(c2)C(C)C(=O)N4CCC3)CC1 (stereo not drawn)	3.1
CC1CCN(S(=O)(=O)c2cnc(Cl)c(Br)c2)CC1	1.8
O=C(Nc1nc2ccccc2s1)C1=NN(c2ccccc2)C(=O)CC1	-1.4
C/C(N)=C(/C#N)C(=O)COC(=O)c1ccc(C)c(S(=O)(=O)N2CCCCC2)c1	0.0
COc1ccc(NC(=O)COC(=O)c2ccc(NS(=O)(=O)/C=C/c3ccccc3)cc2)cc1	-2.7
CCOc1cccc(C(=O)N/N=C/c2coc3ccccc3c2=O)c1	4.9
COc1ccc(C(CC(=O)c2ccccc2)C2CCCCC2=O)cc1 (stereo not drawn)	0.8
C=CCSc1nc(C)cc2c1C(=O)OC2	0.5
OCCCn1c(C2CCCN2c2nc(-c3ccc(Cl)cc3)cs2)nc2cc(Cl)c(Cl)cc21 (stereo not drawn)	1.1
CC(C)c1ccc(NC2CCCN(C(=O)c3cccs3)C2)cc1 (stereo not drawn)	11*
Cc1ccc(-c2noc(CCC(=O)NC3CCCc4ccccc43)n2)cc1 (stereo not drawn)	-2.6
CC(=O)Nc1ccc(OCC(O)CN2CCN(c3ccc(Cl)cc3)CC2)cc1 (stereo not drawn)	1.3
Nc1ccc(S(=O)(=O)Nc2ccc(Cl)nn2)cc1	5.7
Cc1ccc(-n2c(SCC(N)=O)nc(O)cc2=O)cc1	1.1
CN1CCN(S(=O)(=O)c2csc(C(N)=O)c2)CC1	-1.0
O=C(O)c1ccc2c(=O)n(-c3ccccc3F)c(=S)[nH]c2c1	0.3
Cc1ccc(Nc2nc(N)nc(CSc3nnc(C)s3)n2)cc1	0.8
CC(C)Oc1nnnn1-c1ccccc1	1.5
Cc1nn(-c2ccccc2)c(C)c1NC(=O)COc1ccc(Br)cc1Cl	-3.5
COc1ccc2c(=O)c(-c3ccccc3C)c(C)oc2c1	-3.4
CCn1c(SC(C)C(=O)Nc2ccc3c(c2)OCCO3)nnc1C1CC1 (stereo not drawn)	-0.4
CC1CC(=O)N(CC(=O)Nc2ccc(F)cc2)c2ccccc2S1(=O)=O (stereo not drawn)	1.6
Cc1ccc(S(=O)(=O)N2C[C@H]3[C@H]4C(=O)N(C5CCCCC5)C(=O)[C@H]4CC(=O)[C@H]3[C@@H]2c2ccccc2F)cc1	0.1
Cc1oc(-c2ccc(C(F)(F)F)cc2)nc1CN(Cc1ccccn1)C[C@@H]1CCC(=O)N1	-0.4
CCC(=O)OCc1c(C(F)(F)F)nn(C)c1Sc1ccc(F)cc1	0.0

# Additional entries
smiles	TTR transcr act
O=C(c1cc(-c2ccc(F)cc2)on1)N1CCOCC1	2.6
Cc1cccc(NC(=S)/N=C(\N)Nc2nc(C)c3cc(C)ccc3n2)c1	1.3
COc1ccccc1NS(=O)(=O)c1cccc(NC(=O)c2cc3ccccc3oc2=O)c1	-1.5
COc1ccc(C(=O)CC(=O)c2ccc(F)cc2)cc1	-0.5
NC(CSC(c1ccccc1)(c1ccccc1)c1ccccc1)C(=O)O (stereo not drawn)	-0.6
C/C(=N/NC(=O)c1cn(-c2cccc(C)n2)cn1)c1ccc(C)cc1	2.9
CCS(=O)(=O)N1Cc2ccccc2CC1C(=O)Nc1nc2c(C)cccc2s1 (stereo not drawn)	0.7
OCC[C@@H]1C[C@@H](O)[C@H](O)[C@@]2(CCc3ccccc3CO2)O1	3.8
CCN(C[C@H]1N[C@@](CC)(C(=O)OC)[C@H]2C(=O)N(Cc3ccccc3)C(=O)[C@@H]12)C(=O)C1CCCCC1	1.5
CCc1ccc([C@@H]2CC=C(C(=O)O)[C@H](c3ccc(C(C)(C)C)cc3)N2S(=O)(=O)c2ccc(C)cc2)cc1	-1.0
COc1ccc2cnn(-c3ccccc3C)c(=O)c2c1OC	6.0
O=C(CSc1nnc(NC(=O)C2CC(=O)N(c3ccc(F)cc3)C2)s1)NCc1ccco1 (stereo not drawn)	-0.2
C[C@H](CO)NC(=O)c1nc[nH]c1C(=O)N[C@H](C)c1ccccc1	0.5
CC(CCc1ccccc1)NCC(O)COc1ccccc1 (stereo not drawn)	2.8
COCCCN1C(=O)c2[nH]nc(-c3ccccc3O)c2C1c1cccc(Cl)c1 (stereo not drawn)	-1.8
Cc1nn(CC(=O)OCC(=O)c2ccccc2)c(C)c1[N+](=O)[O-]	-0.1

# This is a subset, so the mix of outcomes need not match the whole.
